Assay outcomes deposited in PubChem BioAssay by several laboratories.
ABCB6 inh 2: blocks the human ABCB6 transporter; K562-ABCB6 porphyrin accumulation, flow cytometry, 1 h; hits give low values; fluorescence ratio to DMSO, % at 10 µM; AID 602162; hit rate 0.19% among 360,000;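 active means fluorescence ratio to DMSO below 75%, the collection mean minus 3 SD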;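 further: signal is porphyrin accumulated inside mitochondria; 100% equals median channel fluorescence of DMSO control wells; lower ratio means ABCB6 inhibition with less porphyrin fluorescence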
Exocytosis inh: blocks lytic granule exocytosis | TALL-104 LAMP-1 surface exposure, flow cytometry; cells stimulated with thapsigargin and PMA | inhibition, % at 10 µM | hit rate 0.66% among 360,000;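 active means inhibition above about 55%, limit read from the data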
ABHD5-PLIN5 inh: inhibitors of human ABHD5-perilipin-5 interaction. inhibition, % at 4 µM. Q00G26+Q8WTS1. hit rate 0.78% among 360,000. Split G. princeps luciferase complementation, luminescence, 4 h. AID 602281;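 active means inhibition above the mean inhibition across every tested compound plus 3 SD, cut at about 22% in these data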;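 further: 0% = DMSO only wells and the 100% control is not disclosed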
NOD2-RIPK2 inh: blocks binding of human NOD2 to RIPK2 | O43353 | CHO BLA complementation NOD2-RIPK2, CCF4 ratio | inhibition, % at 4.98 µM | hit rate 0.38% among 360,000; in the data active means inhibition above about 21%;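 further: 0% = vehicle only and 100% = reference blocker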
Vif imaging: blocks HIV Vif function; inhibition, % at 7.49 µM; AID 602346; HEK293T cells, Vif self-association by quenched fluorescence, imaging, 24 h; hit rate 0.35% among 340,000; in the data active means inhibition above about 50%, passing the limit was not always enough; further: some results filed as inactive read as strong as hits
aDG glyco act: increases alpha dystroglycan glycosylation; Pro5-aDG cells, alpha-DG glycosylation AlphaScreen (IIH6); 0% Pro5, 100% B10-LARGE cell signal; activation, % at 10 µM; hit rate 0.22% among 360,000; AID 624168;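 active means activation of at least 8% versus controls, or a plate z-score of at least 8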;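 further: Pro5 are CHO cells carrying HIG-tagged alpha-DG that lacks glycosylation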
MC4R ag barr: activates human MC4R beta-arrestin recruitment. U2OS MC4R beta-arrestin complementation, luminescence; percent of melanotan II response, DMSO zero. activation, % at 8.9 µM. hit rate 0.98% among 360,000;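 active means activation above a per-plate cutoff, the mean activation of sample wells on that plate plus 3 SD, cut at about 8% in these data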
TLR9-MyD88 inh: TLR9-MyD88 interaction inhibition; CHO BLA complementation TLR9-MyD88, CCF4 FRET ratio; hit rate 0.21% among 340,000; inhibition, % at 4.98 µM;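 active means inhibition above the mean over all tested compounds plus 3 SD, cut at about 21% in these data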;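 further: 0% = DMSO only wells and 100% = clavulanate BLA inhibitor control wells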
Target sequence (Q99836 whole entry, looked up): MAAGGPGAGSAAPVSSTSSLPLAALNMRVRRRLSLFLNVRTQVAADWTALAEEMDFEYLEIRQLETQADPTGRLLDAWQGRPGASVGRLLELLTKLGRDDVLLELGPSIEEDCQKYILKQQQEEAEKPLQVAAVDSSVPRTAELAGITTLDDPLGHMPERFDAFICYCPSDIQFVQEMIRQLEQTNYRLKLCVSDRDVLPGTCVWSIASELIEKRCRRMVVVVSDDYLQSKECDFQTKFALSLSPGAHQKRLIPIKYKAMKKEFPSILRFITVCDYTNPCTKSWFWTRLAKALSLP
Target sequence (Q9NR96 whole entry, looked up): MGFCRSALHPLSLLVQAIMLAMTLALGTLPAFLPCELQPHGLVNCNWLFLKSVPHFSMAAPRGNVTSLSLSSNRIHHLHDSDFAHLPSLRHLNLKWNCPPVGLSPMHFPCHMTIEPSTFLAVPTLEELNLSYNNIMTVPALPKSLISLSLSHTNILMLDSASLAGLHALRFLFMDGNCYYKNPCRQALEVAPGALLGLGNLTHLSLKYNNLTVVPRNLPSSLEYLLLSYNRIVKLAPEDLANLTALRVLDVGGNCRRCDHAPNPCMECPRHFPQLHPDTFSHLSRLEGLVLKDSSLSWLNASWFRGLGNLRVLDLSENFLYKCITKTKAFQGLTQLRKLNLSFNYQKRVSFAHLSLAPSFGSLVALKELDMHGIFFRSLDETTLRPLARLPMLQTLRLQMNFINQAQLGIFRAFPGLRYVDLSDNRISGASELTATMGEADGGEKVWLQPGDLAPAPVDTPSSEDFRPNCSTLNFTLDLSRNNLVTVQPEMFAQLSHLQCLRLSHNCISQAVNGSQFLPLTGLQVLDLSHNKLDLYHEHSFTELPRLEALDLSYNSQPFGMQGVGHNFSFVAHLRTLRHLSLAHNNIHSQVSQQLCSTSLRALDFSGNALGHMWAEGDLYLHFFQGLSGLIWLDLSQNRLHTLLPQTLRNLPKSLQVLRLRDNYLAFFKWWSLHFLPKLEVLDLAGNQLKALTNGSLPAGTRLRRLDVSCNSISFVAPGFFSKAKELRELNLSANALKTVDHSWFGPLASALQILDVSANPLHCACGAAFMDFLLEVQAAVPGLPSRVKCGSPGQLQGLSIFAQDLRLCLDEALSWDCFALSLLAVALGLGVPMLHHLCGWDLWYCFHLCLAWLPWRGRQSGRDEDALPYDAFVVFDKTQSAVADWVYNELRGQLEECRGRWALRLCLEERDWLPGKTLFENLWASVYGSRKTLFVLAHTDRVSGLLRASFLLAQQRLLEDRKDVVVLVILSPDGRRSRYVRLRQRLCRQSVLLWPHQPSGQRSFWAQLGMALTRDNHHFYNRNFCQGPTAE
MC4R antag cAMP: blocks human MC4R cAMP signaling; P32245; MC4R-expressing cells, MTII-stimulated cAMP, LANCE TR-FRET; inhibition, % at 6.5 µM; hit rate 0.48% among 360,000; AID 540295;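 active means inhibition above its plate's cutoff, the mean of tested wells on that plate plus 3 SD, cut at about 29% in these data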;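 further: 0% = Melanotan II alone and 100% = Melanotan II plus saturating MCL0020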
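material = U2OS cells stably expressing human melanocortin 4 receptor (MC4R) | also added = Melanotan II challenge | dosing = single nominal compound dose of 6.5 µM | detection = TR-FRET with Eu-cAMP and labeled anti-cAMP, 671 nm | replication = singlicate | timing = compound 30 min, challenge 1 h, detection 1 h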
Glyco luc inh: blocks N-linked glycosylation in D54 reporter cells. D54 ERlucT glycosylation luciferase reporter, 24 h; percent of 100 nM tunicamycin response. hit rate 0.23% among 360,000. AID 588692. reporter increase, % at 12.5 µM;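 active means mean luciferase reporter signal, scaled so untreated is 0 and the glycosylation-blocking control 100, at or above a set limit in every replicate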;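 further: luciferase carries N-glycosylation sites so blocking glycosylation raises the light; 0% = median of neutral control wells and 100% = median of 100 nM tunicamycin wells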
* = called active by the depositor; · = no result given.

item	Compound	ABCB6 inh 2	Exocytosis inh	ABHD5-PLIN5 inh	NOD2-RIPK2 inh	Vif imaging
1	Nc1cc(-c2ccccc2)nn1Cc1ccc(Cl)cc1	98	-4	-17	2	-2
2	Cc1cc(Oc2ccccc2)nc(-c2ccccc2O)n1	93	8	-11	-19	-9
3	CC(C)CCNC(=O)CN(CCN1CCOCC1)C(=O)Cn1nnc(-c2ccc(F)cc2)n1	107	-4	-2	4	-1
4	Cc1ccccc1S(=O)(=O)N1C[C@H]2[C@H]3C(=O)N(c4ccccc4)C(=O)[C@H]3CC(=O)[C@H]2[C@@H]1c1ccc(Cl)cc1	98	-1	-1	5	·
5	CCC(CCC(=O)Nc1cccc(C(=O)O)c1)C(=O)O (stereo not given)	92	-3	8	-4	1
6	COc1ccccc1/C=N/NC(=O)c1ccc(-c2ccccc2)cc1	102	0	-4	-7	12
7	CCN(CC)c1c([N+](=O)[O-])c(=O)n(C)c2ccccc12	100	10	-2	-5	0
8	O=C(COC(=O)Cc1ccc(F)cc1)NC1CCCCC1	104	-1	-3	-26	-3
9	CSCCC(NC(=O)c1ccc(Cl)cc1Cl)C(=O)NCC(c1cccs1)N(C)C (stereo not given)	93	5	4	-2	13
10	O=C(O)CCC(=O)c1cccc2ccccc12	95	-3	-1	5	15
11	CCOc1ccc(OCC)c(S(=O)(=O)N2CCCCC2)c1	97	-2	-6	-7	-6
12	C=CCNCCOCCOc1ccc(C)cc1Br	104	-1	-4	-5	-2
13	Cc1ccc(-c2cc(C(F)F)n3ncc(C(=O)N4CCCc5ccccc54)c3n2)cc1	96	15	0	-11	2
14	O=C(COC(=O)CNS(=O)(=O)/C=C/c1ccccc1)Nc1cccc2ccccc12	101	2	-2	-6	-1
15	COc1ccc(OC)c(NC(=O)Cn2c(C)nc3ccccc3c2=O)c1	98	0	-4	3	7

item	aDG glyco act	MC4R ag barr	TLR9-MyD88 inh	MC4R antag cAMP	Glyco luc inh
1	-0.1	4.1	-11	5	-3
2	-0.1	-1.1	8	-3	1
3	-0.2	-1.3	-5	11	2
4	-0.2	·	·	·	3
5	0.2	0.2	7	7	-2
6	0.2	-0.5	-6	7	2
7	-0.5	5.5	7	1	1
8	-0.3	-1.3	9	10	2
9	0.1	-0.6	2	2	0
10	-0.2	-1.1	0	6	1
11	-0.1	-1.4	-5	7	-1
12	0.8	2.7	-4	9	-6
13	0.0	-3.7	-7	8	1
14	0.1	-0.7	0	24	1
15	-0.1	-1.5	-5	9	1

item	Compound	ABCB6 inh 2	Exocytosis inh	ABHD5-PLIN5 inh	NOD2-RIPK2 inh	Vif imaging
16	O=C(NCC(c1cccs1)N1CCOCC1)c1cc(S(=O)(=O)N2CCOCC2)ccc1F (stereo not given)	103	4	-7	-4	3
17	CC1CCN(CC(=O)Nc2cc(C(F)(F)F)ccc2Cl)CC1	104	1	1	-4	8
18	CC(CN1CCOCC1)OC(=O)/C=C/c1ccccc1 (stereo not given)	96	-2	8	16	15
19	CC(NC(=O)c1ccc(Br)s1)C1CCCO1 (stereo not given)	102	4	3	-6	-5
20	CC1CCCN(C(=O)CN(C)S(=O)(=O)c2cccc3nsnc23)C1 (stereo not given)	100	-1	-5	0	-6
21	OCC1OC(c2ccc(OCc3ccccc3)cc2OCc2ccccc2)C(O)C1O (stereo not given)	96	2	-8	6	5
22	CC(C)C(OC(=O)c1ccc(Cl)nc1)C(=O)NC1CCCCC1 (stereo not given)	102	-2	5	-11	-36
23	N/C(=N\OS(=O)(=O)c1ccccc1)c1cccnc1	102	-1	-3	-11	-15
24	C[C@@H]1CN([C@H](C)CO)C(=O)c2cc(C#CC3CC3)cnc2O[C@H]1CN(C)S(C)(=O)=O	96	-4	-3	-4	-4
25	CC(C)c1ccc(Nc2nc(N3CCOCC3)nc(N3CCOCC3)n2)cc1	97	-5	-2	-2	0
26	CCCCn1c(N)c(N(Cc2ccccc2OC)C(=O)C(C)Oc2cccc(Cl)c2)c(=O)[nH]c1=O (stereo not given)	101	0	-3	-8	2
27	N#CCCN(Cc1ccccc1)C(=O)c1nccnc1C(=O)O	99	5	3	4	-4
28	CCCc1nc(SCc2cccnc2)c2c(=O)n(C)c(=O)n(C)c2n1	95	0	9	1	-10
29	O=C1CCc2cccc(O)c2N1	96	10	-9	-2	0
30	Cc1ccc(NC(=O)/C(C#N)=C/c2cn(CC(=O)NCc3ccco3)c3ccccc23)cc1C	91	-3	0	-18	12

item	aDG glyco act	MC4R ag barr	TLR9-MyD88 inh	MC4R antag cAMP	Glyco luc inh
16	0.3	-2.7	1	6	0
17	0.0	-0.6	-8	-1	-3
18	0.2	4.8	8	3	1
19	-0.2	-2.1	1	0	1
20	-0.1	-1.1	-4	9	2
21	0.0	-0.6	2	13	0
22	0.0	-1.1	12	9	0
23	-0.1	-0.2	-2	15	0
24	-0.2	-1.2	-2	9	1
25	-0.2	-0.1	-2	9	-5
26	0.0	-2.1	-44	12	1
27	0.0	0.7	-11	13	1
28	0.2	0.9	3	21	-2
29	0.0	0.0	8	-2	4
30	-0.2	-2.3	36*	-5	-1

Three records picked at random from the list so far, as already listed:
item	Compound	ABCB6 inh 2	Exocytosis inh	ABHD5-PLIN5 inh	NOD2-RIPK2 inh	Vif imaging
25	CC(C)c1ccc(Nc2nc(N3CCOCC3)nc(N3CCOCC3)n2)cc1	97	-5	-2	-2	0
9	CSCCC(NC(=O)c1ccc(Cl)cc1Cl)C(=O)NCC(c1cccs1)N(C)C (stereo not given)	93	5	4	-2	13
17	CC1CCN(CC(=O)Nc2cc(C(F)(F)F)ccc2Cl)CC1	104	1	1	-4	8

item	aDG glyco act	MC4R ag barr	TLR9-MyD88 inh	MC4R antag cAMP	Glyco luc inh
25	-0.2	-0.1	-2	9	-5
9	0.1	-0.6	2	2	0
17	0.0	-0.6	-8	-1	-3

Shown as a hit in TLR9-MyD88 inh, among the entries above:
item	Compound	ABCB6 inh 2	Exocytosis inh	ABHD5-PLIN5 inh	NOD2-RIPK2 inh	Vif imaging
30	Cc1ccc(NC(=O)/C(C#N)=C/c2cn(CC(=O)NCc3ccco3)c3ccccc23)cc1C	91	-3	0	-18	12

item	aDG glyco act	MC4R ag barr	TLR9-MyD88 inh	MC4R antag cAMP	Glyco luc inh
30	-0.2	-2.3	36*	-5	-1

Further results
item	Compound	ABCB6 inh 2	Exocytosis inh	ABHD5-PLIN5 inh	NOD2-RIPK2 inh	Vif imaging
31	COc1ccccc1CNC(=O)C(CC(C)C)NC(=O)C1CCC(C)CC1 (stereo not given)	103	-2	3	0	-1
32	CCCc1c(C(=O)Nc2ccc(F)cc2C)cnn1-c1ccccc1	97	-5	3	-7	-3
33	CCN1CCN(C(=O)CCc2nnc(CCCCc3ccccc3)o2)[C@@H](C)C1=O	98	-3	-4	0	-41
34	CC(=O)Oc1ccc(N(C(C)=O)S(=O)(=O)c2ccc3ccccc3c2)cc1	101	13	-5	-5	5
35	Cn1c(=O)c2c(nc3n2CC(CO)O3)n(C)c1=O (stereo not given)	96	-3	1	12	-1
36	CCOc1ccc(NC(=O)c2cccc(S(=O)(=O)NCc3cccnc3)c2)cc1	94	45	-8	4	9
37	COc1cccc(NC(=O)C2COc3ccccc3O2)c1 (stereo not given)	100	-5	-1	-7	15
38	CN(C)c1ccc(C(=O)NC2(N3CCC3=O)CCCC2)cc1	95	8	-1	-7	-1
39	Cc1nc(C#N)c(N/N=C/c2cccc(Cl)c2)o1	103	1	-1	2	-12
40	O=[N+]([O-])c1ccc(S(=O)(=O)Nc2ccc(-c3ccc(N4CCOCC4)nn3)cc2)cc1	98	-2	4	-7	1
41	Cc1ccc(NC(=O)CN(C)C(=O)c2cc(-c3ccco3)nc3ccccc23)cc1	100	-4	17	-5	5
42	CCOc1ccc(N(CC(=O)Nc2cc(Cl)ccc2C)S(C)(=O)=O)cc1	97	-6	1	11	-3
43	CC(C)Oc1cc(F)ccc1-c1cc(C(=O)NCc2ccccn2)[nH]n1	97	-6	1	-5	-9
44	CCc1nc(SCC(=O)N2CCCCCC2)c2c(=O)n(C)c(=O)n(C)c2n1	95	-3	3	-1	-1
45	Cc1ccc(S(=O)(=O)CCSc2ccc(C(F)(F)F)cn2)cc1	96	2	-7	3	0

item	aDG glyco act	MC4R ag barr	TLR9-MyD88 inh	MC4R antag cAMP	Glyco luc inh
31	0.1	0.6	-5	5	0
32	0.1	-0.3	6	9	-6
33	0.0	-2.5	-7	26	-2
34	0.4	-0.8	8	6	-1
35	0.0	-0.9	-2	7	1
36	-0.1	-2.1	3	20	3
37	0.0	-2.0	-7	0	-1
38	-0.3	-1.0	-17	0	-1
39	0.0	3.7	7	20	-1
40	-0.1	-1.1	-3	24	-1
41	-0.3	-2.6	2	2	-1
42	0.0	-1.4	-12	9	8
43	0.1	-0.2	·	-4	-2
44	-0.4	1.6	-4	2	2
45	0.0	-0.2	·	8	0

item	Compound	ABCB6 inh 2	Exocytosis inh	ABHD5-PLIN5 inh	NOD2-RIPK2 inh	Vif imaging
46	CCc1cc2cc(C)cc(C)c2nc1SCC(=O)N1CCCC1	99	0	-2	0	·
47	CCOc1cc(/C=N/NC(=O)c2cccs2)cc([N+](=O)[O-])c1O	104	1	-1	0	7
48	CCCNC(=O)C1(C)CCN(Cc2ccc(C(=O)OCC)cc2)C1 (stereo not given)	94	-4	-4	-9	-4
49	COc1ccc(CCNS(=O)(=O)c2ccc(Br)cc2)cc1OC	94	-20	5	-8	-2
50	O=C(c1ccc(COc2ccccc2Cl)o1)N1CCCC1	88	0	1	-1	1
51	COc1ccccc1NC(=O)c1nn(-c2ccc(F)c(F)c2)ccc1=O	93	-3	0	-11	11
52	CC[C@@]1(c2cccc(C)c2)C(=O)N(C(=O)OC)N1C(=O)OC	92	16	4	-1	2
53	Cc1c(C)c2ccc(OCC(=O)NCCCN3CCCC3=O)cc2oc1=O	98	-2	-1	-8	13
54	CC(C)CCn1cnc2c1c(=O)n(CC(=O)NC(N)=O)c(=O)n2Cc1ccccc1	100	5	-2	2	4
55	COC(=O)c1ccc(-c2nc(O)c3cnccn23)cc1	109	-2	-2	2	·
56	Cc1nnc(NC(=O)CSc2ccc(-c3cccnc3)nn2)s1	99	0	-6	3	-2
57	N#CC1=C(N)Oc2cc(N)ccc2C1c1ccc(Cl)cc1 (stereo not given)	99	-19	-1	7	-6
58	CCc1ccc(NC(=O)C(C)Nc2ccc(S(=O)(=O)NC(C)=O)cc2)cc1 (stereo not given)	96	-2	3	3	5
59	O=C(Cn1cnc2ccccc2c1=O)N1CCN(c2ccccc2)CC1	98	-8	-5	-1	-2

item	aDG glyco act	MC4R ag barr	TLR9-MyD88 inh	MC4R antag cAMP	Glyco luc inh
46	0.5	2.2	-10	-1	3
47	0.3	-2.7	-11	-14	2
48	0.1	-0.2	·	0	1
49	0.1	1.8	2	-3	2
50	0.2	0.0	0	-2	-2
51	0.0	1.7	1	0	2
52	0.0	-1.4	5	3	-5
53	-0.4	-3.0	-3	2	3
54	-0.2	-0.9	-6	9	0
55	-0.1	1.0	-4	-15	0
56	0.3	1.1	12	-1	-1
57	-0.1	1.2	7	3	-1
58	0.2	-0.6	2	12	3
59	-0.2	-0.4	6	-1	1

A portion of the library; the hit share may differ from the screen's.
